Assay outcomes: PubChem, National Center for Advancing Translational Sciences (NCATS)
p53 reactivation: qHTS assay for re-activators of p53 using a Luc reporter | H1299 p53-A138V BP100-luciferase reporter, luminescence, 24 h | Potency, µM (titrated, usually from 92.2 µM), for the others: top-dose activity change, positive = activation, usual class: activators | 320,000 tested, 0.063% active | AID 504706, 2011; further: % of control where 0% means no effect; nearly all actives have a fitted effect of over 45% in size
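H1299 (p53-null), stable ts p53-A138V + BP100-Luc; 1000 cells/well, Opti-MEM/10% FBS; cpd 4 pt, 1:5; 24 h, 37 deg C, 5% CO2; detection reagent 10 min RT; luminescence.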
FLuc counter: qHTS profiling assay for firefly luciferase inhibitor/activator using purifed enzyme and Km concentrations of substrates (counterscreen for miR-21 project); Luciferin 4-monooxygenase (Photinus pyralis), P08659; purified FLuc, Km substrates, luminescence inhibition; Potency, µM (doses to about 57.5 µM), for the others: at the top dose activity change, negative = inhibition, most hits filed as inhibitors; 360,000 tested, 6.9% active;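 further: plate controls were vehicle for no effect and reference inhibitor for full effect; nearly all actives have a fitted effect of over 55% in size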
Target sequence (P08659 whole entry, looked up): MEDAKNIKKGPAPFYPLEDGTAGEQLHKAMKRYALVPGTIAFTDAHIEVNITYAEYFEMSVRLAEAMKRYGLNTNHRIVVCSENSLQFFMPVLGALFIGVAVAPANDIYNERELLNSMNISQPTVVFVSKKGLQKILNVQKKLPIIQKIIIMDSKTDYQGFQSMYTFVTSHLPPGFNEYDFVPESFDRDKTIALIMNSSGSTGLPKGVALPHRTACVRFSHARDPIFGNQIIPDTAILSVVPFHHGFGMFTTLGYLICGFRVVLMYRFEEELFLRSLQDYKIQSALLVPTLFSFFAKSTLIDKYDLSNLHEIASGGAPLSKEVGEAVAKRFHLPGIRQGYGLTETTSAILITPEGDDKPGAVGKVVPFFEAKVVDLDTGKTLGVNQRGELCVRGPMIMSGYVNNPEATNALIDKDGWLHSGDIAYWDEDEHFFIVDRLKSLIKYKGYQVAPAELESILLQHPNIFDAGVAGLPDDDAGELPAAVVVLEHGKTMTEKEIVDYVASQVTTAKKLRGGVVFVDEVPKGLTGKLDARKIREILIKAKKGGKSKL
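Biochemical qHTS of compounds, final roughly 60 µM downward over six points, against 10 nM purified firefly luciferase using Km concentrations of substrates (10 uM D-luciferin, 10 uM ATP) in Tris acetate pH 7.5 buffer; luminescence output.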
RORg inh: qHTS for inhibitors of ROR gamma transcriptional activity | Drosophila S2 Gal4-RORgamma UAS-luciferase reporter, 20 h | Potency, µM (top dose mostly 53.6 µM), for inactives: top-dose activity change, negative = inhibition, usual class: inhibitors | Nuclear receptor ROR-gamma (Mus musculus), P51450 | 310,000 tested, 5.4% active; further: on the % scale 0 is the no-effect control and ±100 the full control effect; nearly all actives have a fitted effect of over 60% in size
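Stable Schneider cell line, Gal4 DNA-binding domain fused to ROR gamma, UAS-luciferase. Cmpd 1 hr RT → CuSO4 700 uM final → 20 hr RT → luciferase reagent 10 min → luminescence.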
uPA surface inh: qHTS for Inhibitors of Cell Surface uPA Generation | cell surface uPA generation assay, qHTS | Potency, µM (doses to about 38.3 µM), without a hit: top-dose activity change, negative = inhibition, hits mostly inhibitors | 330,000 tested, 0.31% active | AID 540303, 2011; active means well fitted inhibition curve with a large enough effect; inconclusive means small, poorly fitted or top-dose-only effect; inactive means no such curve, though single readings can be large or run the other way; tested in mouse RAW 264.7 cells; further: on the % scale 0 is the no-effect control and ±100 the full control effect; nearly all actives have a fitted effect of over 55% in size
NPC1 prom act: qHTS Assay for NPC1 Promoter Activators; 320,000 tested, 2.4% active; Potency, µM (top dose mostly 9.22 µM), for inactives: at the highest dose activation, hits mostly activators; Huh7 NPC1 promoter luciferase reporter, 24 h;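 further: % of control where 0% means no effect; nearly all actives have a fitted effect of over 60% in size; reporter is driven by a mutant NPC1 promoter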
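In 1536-well qHTS, Huh7 cells harboring an NPC1 promoter–luciferase construct received compound for 24 h; activation was quantified by luminescence following luciferase reagent addition.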
MBNL1-CUG inh: qHTS Assay for Inhibitors of MBNL1-poly(CUG) RNA binding. Potency, µM (doses to about 57.5 µM), inactives show top-dose activity change, negative = inhibition, usual class: inhibitors. Muscleblind-like protein 1 (Homo sapiens), Q9NR56. 280,000 tested, 0.036% active. TR-FRET MBNL1-His/biotin-(CUG)12 binding, 665/545 ratio; active means well fitted inhibition curve with a large enough effect in the signal ratio, with a control signal flat, not every such curve was filed as active; inconclusive means small, poorly fitted or top-dose-only effect, or effect the other way, or a change in a side signal; inactive means no such curve, though single readings can be large or run the other way; the % refers to the signal ratio; further: on the % scale 0 is the no-effect control and ±100 the full control effect
Target sequence (Q9NR56 whole entry, looked up): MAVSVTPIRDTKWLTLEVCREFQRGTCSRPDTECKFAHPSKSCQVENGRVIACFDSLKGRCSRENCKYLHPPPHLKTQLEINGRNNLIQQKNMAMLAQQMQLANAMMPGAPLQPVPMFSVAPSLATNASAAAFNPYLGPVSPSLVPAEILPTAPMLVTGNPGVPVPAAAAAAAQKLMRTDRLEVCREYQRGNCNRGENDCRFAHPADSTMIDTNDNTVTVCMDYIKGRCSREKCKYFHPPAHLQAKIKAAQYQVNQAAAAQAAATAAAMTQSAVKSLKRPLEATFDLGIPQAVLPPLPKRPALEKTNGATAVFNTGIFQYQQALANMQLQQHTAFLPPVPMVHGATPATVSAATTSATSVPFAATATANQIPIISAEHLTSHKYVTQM
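TR-FRET readout: Ex 340 nm, 665/545 nm emission ratio, normalized to buffer-only (basal) and MBNL1-(CUG)12 controls. Complex of MBNL1-His with Biotin-(CUG)12, compounds 92 nM–58 uM, incubated 60 min at room temperature.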
ELG1 genotox: qHTS screen for small molecules that induce genotoxicity in human embryonic kidney (HEK293T) cells expressing luciferase-tagged ELG1; HEK293T ELG1-luciferase reporter, luminescence, 16 h; Potency, µM (series often up to 46 µM), inactives show top-dose activity change, positive = activation, actives largely listed as activators; 330,000 tested, 1.3% active; further: % of control where 0% means no effect; nearly all actives have a fitted effect of over 60% in size
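Screening used a luciferase reporter fused to human ELG1 in HEK293T cells. Luminescence was read on a CCD plate imager after 16 hr exposure and 30 min ONE-Glo incubation.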
CXXC DNA block: qHTS Fluorescence Polarization Assay for Inhibitors of MLL CXXC domain - DNA interaction | Potency, µM (doses to about 115 µM), inactives show top-dose activity change, negative = inhibition, usual class: inhibitors | AID 2662, 2010 | MLL-CXXC / FITC-HOXA9 DNA fluorescence polarization | 290,000 tested, 0.037% active; active means well fitted inhibition curve with a large enough effect in the polarisation, with a control signal flat, not every such curve was filed as active; inconclusive means small, poorly fitted or top-dose-only effect, or effect the other way, or a change in a side signal; inactive means no such curve, though single readings can be large or run the other way; the % refers to the polarisation
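Steps: dispense CXXC domain solution (7 uM) → pin compounds or unlabeled HOX-A9 DNA control → 5 min ambient → add FLSN-HOX-A9 solution (50 nM) → spin → 30 min ambient → fluorescence polarization. Tris pH 7.5/NaCl/DTT/BSA buffer.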
VP16 counter: VP16 counterscreen qHTS for inhibitors of ROR gamma transcriptional activity; Drosophila S2 Gal4-VP16 UAS-luciferase, luminescence, 20 h; 310,000 tested, 3.5% active; AID 2546, 2010; Potency, µM (top dose mostly 53.6 µM), without a hit: at the top dose activity, negative = inhibition, hits mostly inhibitors;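 further: Gal4-VP16 expression switched on by copper sulfate through the metallothionein promoter; on the % scale 0 is the no-effect control and ±100 the full control effect; nearly all actives have a fitted effect of over 50% in size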
Rab9 promoter act: qHTS Assay for Rab9 Promoter Activators; 320,000 tested, 2.8% active; AID 485297, 2010; Potency, µM (doses to about 9.22 µM), without a hit: top-dose activation, negative = inhibition, usual class: activators; Huh7 Rab9 promoter-luciferase reporter, luminescence, 24 h; further: % of control where 0% means no effect; nearly all actives have a fitted effect of over 60% in size
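Luminescence read-out: Huh7 cells stably expressing Rab9-luciferase, treated 24 h with compound at 37 °C, then lysed with luciferase reagent for 10 min at ambient before reading.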
BRCA1 expr act: qHTS Assay to Identify Small Molecule Activators of BRCA1 Expression; 380,000 tested, 1.1% active; MCF7-BRCA1-FFLuc reporter, luminescence, 48 h; response scale: scaled: vehicle 0%, 10 µM genistein 100%; Potency, µM (top dose mostly 46.1 µM), for the others: top-dose activation, hits mostly activators; further: nearly all actives have a fitted effect of over 80% in size; some results filed as inactive show a strong effect at the top dose
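Activators of BRCA1 expression were detected as increased firefly luciferase luminescence in engineered MCF7 cells after 48 h compound incubation. Signals were scaled to genistein 10 microM as full activation.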
The depositor's hits bear a star; u = inconclusive; x = no result given; [ ] = dose if it differs, or a comment. Unless noted, the call rests on the fitted dose curve; in most records, active means well fitted curve in the direction sought with a large enough effect; inconclusive means small, poorly fitted or top-dose-only effect, or another doubt; inactive means no such curve, though single readings can be large; an effect the other way counts as inactive or inconclusive. Potency means the concentration at half of the fitted maximal effect. An excerpt; the hit share may differ from the screen's.

No. | SMILES | p53 reactivation | FLuc counter | RORg inh | uPA surface inh | NPC1 prom act | MBNL1-CUG inh | ELG1 genotox | CXXC DNA block | VP16 counter | Rab9 promoter act | BRCA1 expr act
1 | CCn1cc(C(=O)N2CCCC2)c(=O)c2cc(S(=O)(=O)N(C)C)ccc21 | 4% | 4% | 18% | -9% | -1% | 0% | 4% | -5% | 0% | 1% | 1%
2 | O=C(O)c1ccc(N=Cc2c(O)ccc3oc4c(c23)CCCC4)cc1 | -1% | u | -41% | 2% | -2% | x | -9% | -5% | -3% | -4% | -9%
3 | CCC(=O)/C=C1\Sc2ccc(OC)cc2N1CCO | 22% | 3% | -30% | -5% | -2% | 0% | -1% | 1% | 7% | -2% | 11%
4 | COc1ccc(C(CC(=O)O)NC(=O)COc2ccccc2)cc1OC (configuration not stated) | 5% | 1% | -5% | 3% | 2% | 5% | 4% | 3% | 1% | 0% | 8%
5 | CCCOC1CCCN(Cc2nc(-c3ccc(C(=O)OC)cc3)no2)C1 (configuration not stated) | 3% | -1% | 17% | -1% | -3% | 8% | -4% | 8% | 9% | 0% | -19%
6 | CCOC(=O)c1c(C)oc2ccc(OCC(=O)N(CC)CC)cc12 | -7% | 1% | u | -1% | -1% | 1% | -1% | -3% | u | -6% | -20%
7 | CCOC(=O)Nc1ccc(C)cc1NC(=O)OCC | -1% | 5% | -10% | 3% | 0% | -2% | 0% | -6% | 8% | -8% | -7%
8 | CCC(C)(C)NC(=O)C1CCC(CNS(=O)(=O)c2cccc3nsnc23)CC1 (configuration not stated) | 1% | 0% | 16% | 6% | -5% | u | -4% | 1% | -1% | -7% | 0%
9 | COc1ccc(Nc2nc(Cl)nc(NCc3ccco3)n2)cc1 | -16% | 1% | -5% | 1% | 1% | -5% | 3% | 0% | -7% | -4% | -23%
10 | C/C(=N/Nc1nc(C)cc(C)n1)c1ccc(Br)cc1 | u | -4% | 7.9µM* | 1% | 0% | 17% | -13% | 15% | 7.9µM* | -14% | -16%
11 | Cc1ccc(C(=O)CN2C(=O)NC3(CCOc4ccccc43)C2=O)s1 (configuration not stated) | -1% | x | x | 8% | 1% | x | 5% | x | x | -1% | 5%
12 | O=C(CCn1c(=O)oc2ccccc21)NCc1cccs1 | -8% | 4% | -28% | 9% | 1% | 3% | 0% | -3% | -6% | -2% | 42%
13 | CCC1CCCN1Cn1cnc2c([nH]c3ccccc32)c1=O (configuration not stated) | -9% | -5% | -10% | 1% | 3% | -13% | -5% | -2% | -5% | 1% | -53%
14 | Cc1noc(C)c1CCC(=O)N1CCCC(CCC(=O)NCc2ccccc2F)C1 (configuration not stated) | 3% | -1% | 16% | -4% | 0% | -8% | 0% | 3% | -8% | 2% | 17%
15 | c1ccc(-c2nnc(CSc3nnc(-c4ccncc4)n3Cc3ccco3)o2)cc1 | 6% | 5% | u | 5% | -1% | -3% | -8% | -2% | -1% | 0% | -6%
16 | Cc1sc2nc(SCC(=O)N3CCOCC3)[nH]c(=O)c2c1-c1ccccc1 | -10% | u | 5% | -2% | 1% | -7% | 6% | u | -17% | u | -37%
17 | O=C(N/N=C/c1ccccn1)c1ccc(NC(=O)c2cccc([N+](=O)[O-])c2)cc1 | 5% | u | -13% | -1% | 6% | x | -4% | -14% | -7% | 9% | -4%
18 | C/C(=N\N=C(c1ccccc1)c1ccccc1)c1cccs1 | 1% | -14% | 19% | 5% | -3% | -3% | 2% | 1% | 27% | -3% | -14%
19 | Cc1cc(NC(=O)CN2CC3CC(C2)c2cccc(=O)n2C3)nc2c1c(=O)oc1ccccc12 (configuration not stated) | 1% | 4% | 19% | x | -2% | 6% | 3% | 26% | u | 0% | x
20 | C#CCN1C(=O)S/C(=C\c2ccc(-c3ccc(Cl)c(C(=O)O)c3)o2)C1=O | x | 11µM* | -10%[1.91 µM] | 13% | 0.79µM* | 18% | 16µM* | -3% | 1.3µM* | 1.8µM* | 80%
21 | CS(=O)(=O)N(Cc1ccc(Cl)cc1)c1ccc(C(=O)NCCC2=CCCCC2)cc1 | -1% | 2% | 1% | x | 1% | 1% | 1% | 41%[activator] | -30% | -2% | -23%
22 | COc1cccc(C(=O)Oc2cc3c4c(c2)C(C)=CC(C)(C)N4C(=O)C3=O)c1 | -4% | -1% | u | u | -12% | 7% | -6% | -2% | u | -3% | -48%
23 | O=C(O)CCc1ccc(-c2ccccc2)n1-c1cccc(C(=O)O)c1 | u | -1% | -3% | -2% | 8% | -8% | 13% | -4% | 2% | 5%[1.84 µM] | 13µM*
24 | COc1ccc(-c2cc(C(=O)N3CCN(S(=O)(=O)c4ccccc4)CC3)[nH]n2)cc1 | -3% | u | u | -7% | -1% | -12% | 1% | x | 0% | -2% | 0%
25 | COc1ccc(CCNC(=O)c2ccc(N3CCCC3=O)cc2)cc1OC | 3% | -2% | 0% | x | -3% | -4% | 2% | 0% | 5% | -3% | 0%
26 | O=C(Cc1ccc(-n2c(=O)c3ccccc3n(Cc3ccc(F)cc3)c2=O)cc1)NCC1CCCO1 (configuration not stated) | -5% | 0% | 6%[10 µM] | 1% | -1% | x | 1% | 4% | 2% | -1% | -23%
27 | C=CCN1CCN(c2ccncc2S(=O)(=O)N2CCOCC2)CC1 | 1% | 8% | 12% | 3% | 5% | -2% | 0% | 9% | -2% | 0% | -2%
28 | CCCCN1C(=O)C2(OCCCO2)c2cccc(C)c21 | x | 5% | 7% | 3% | -4% | -1% | 0% | 1% | 6% | 1% | -11%
29 | O=C1CN(C(=O)c2cccc(S(=O)(=O)N3CCCC3)c2)c2ccccc2N1 | 0% | 3% | u | 11% | -2% | 9% | 2% | -3% | -18% | -10% | 24%
30 | Cc1ccc(C)c(N2CCN(C(=O)c3cc4ccccn4n3)CC2)c1 | 4% | -9% | 17% | 1% | 0% | -5% | -4% | 0% | 6% | 2% | 21%
31 | Cc1cc(C)nc(NC(=S)NC(=O)c2ccccc2)n1 | x | 1% | u | -1% | u | -2% | 3% | -1% | u | u | -1%
32 | O=C(Nc1nc(-c2ccc(Cl)s2)cs1)c1ccco1 | 2% | 15µM* | -29% | 5% | u | 32%[activator] | u | -14% | 17% | 3.2µM* | 59%
33 | CC1(C)C(=O)OC(c2cccn2-c2ccc([N+](=O)[O-])cc2)C(C)(C)C1=O (configuration not stated) | -8% | -1% | 4% | 0% | -1% | 11% | -3% | 4% | 2% | -1% | -26%
34 | CC(C)Oc1ccc(S(=O)(=O)N2CCOCC2)cc1NC(=O)C1=COCCO1 | 6% | -1% | x | -1% | -4% | x | 1% | x | x | -11% | -41%
35 | CCOC(=O)C1CCCN(C(=O)c2cc3ccccc3oc2=O)C1 (configuration not stated) | 0% | -2% | -14% | 12% | -3% | -5% | 0% | 0% | -15% | -1% | 1%
36 | COc1ccccc1OCC(=O)Nc1cccc(-c2nnc(-c3ccco3)o2)c1 | 0% | 12µM* | -2% | -6% | 29% | -2% | -7% | 7% | 5% | 15% | 5µM*
37 | O=C(Nc1ccc(Cc2ccncc2)cc1)c1cc(F)c(F)cc1Cl | 2% | 0% | -11% | -2% | -1% | 4% | -1% | 7% | 0% | 1% | -5%
38 | CCC(=O)N1CCN(c2nc(-c3ccccc3)c3c(c2C#N)CCCC3)CC1 | -2% | 1% | 18% | -6% | -4% | 8% | -12% | -22% | 9% | -4% | -49%
39 | COc1ccc(-c2csc3ncn(-c4ccc(C)cc4)c(=O)c23)cc1OC | -7% | 6% | 40% | 0% | -9% | 10% | -1% | 1% | 22% | -7% | -28%
40 | CCn1c(=O)ccc2cc([N+](=O)[O-])ccc21 | -8% | -10% | -17% | 6% | -5% | u | 7% | 3% | 10% | -3% | -6%
41 | N#Cc1ccc(-c2ccc(Cl)cc2)nc1SCC(=O)c1cccc(Cl)c1 | 9% | -4% | 34% | 4% | -1% | -1% | u | 0% | 11% | -2% | 6%
